Bioassay records deposited in PubChem by several laboratories.
iPSC survival up: enhancers of human iPSC single-cell survival; hiPSC single-cell survival, ATPlite luminescence; 100% = ROCK inhibitor wells, 0% = DMSO; survival enhancement, % at 20 µM; 360,000 compounds, 0.044% hits; in the data active = survival enhancement above about 18%;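 note: cells exposed to compounds for 16 hours before the ATP read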
NR2E3 ag-1: activates human NR2E3 receptor | Q9Y5X4 | CHO-S Gal4-NCOR/VP16-NR2E3 two-hybrid, luciferase | inhibition of corepressor binding, % at 3.98 µM | 360,000 compounds, 0.35% hits | AID 602229;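 active = inhibition above the mean of all tested compounds plus 3 SD, cut at about 70% in these data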;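 note: 0% = DMSO with NR2E3 transfected cells and 100% = cells lacking NR2E3 construct; higher means lower luciferase signal from less NR2E3 corepressor binding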
Target sequence (Q9Y5X4 whole entry, looked up, the tested form may be a part): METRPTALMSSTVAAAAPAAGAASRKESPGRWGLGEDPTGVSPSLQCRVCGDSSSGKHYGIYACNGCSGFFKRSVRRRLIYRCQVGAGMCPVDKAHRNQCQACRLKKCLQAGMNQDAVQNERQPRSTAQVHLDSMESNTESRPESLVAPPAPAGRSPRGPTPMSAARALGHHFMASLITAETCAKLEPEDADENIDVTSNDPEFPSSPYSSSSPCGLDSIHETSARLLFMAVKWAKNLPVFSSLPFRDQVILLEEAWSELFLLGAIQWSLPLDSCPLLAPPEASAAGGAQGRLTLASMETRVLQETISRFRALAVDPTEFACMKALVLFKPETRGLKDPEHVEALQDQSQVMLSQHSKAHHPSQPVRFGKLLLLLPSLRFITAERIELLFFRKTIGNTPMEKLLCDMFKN
MITF TRPM1 inh: MITF TRPM1 promoter inhibition in SK-MEL-5 cells. SK-MEL-5 TRPM1 promoter luciferase, 24 h. inhibition, % at 12.5 µM. 330,000 compounds, 0.83% hits. AID 488899;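 active = mean inhibition across replicates of 60% or more, whatever share of single replicates reaches that level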; note: values of inactives mirror those of a sister screen read the other way
EBV LMP1 NFkB: reduces LMP1-driven NF-kappaB luciferase signal. LMP1-induced NF-kappaB luciferase reporter cells, luminescence. 350,000 compounds, 0.69% hits. inhibition, % at 12.5 µM; in the data active = inhibition above about 41%;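 note: 0% = neutral control wells and 100% = reference inhibitor control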
NR2E3 ag-2: agonists of human nuclear receptor NR2E3; Q9Y5X4; GST-NR2E3/biotin-RetCOR TR-FRET, 1536-well; inhibition of corepressor binding, % at 4.78 µM; AID 2300; 320,000 compounds, 0.12% hits;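 active = percent inhibition above the cutoff of mean plus 3 SD of all tested compounds, set per screening campaign, cut at about 20% in these data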;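 note: 0% = DMSO wells and 100% = biotin wells as full block of FRET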
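system = GST-tagged NR2E3 plus biotinylated RetCOR corepressor | input = 1.35 nM GST-NR2E3 | also added = 7 nM biotin-RetCOR | schedule = 5 h incubation at 4 °C | measured by = TR-FRET with europium anti-GST and streptavidin-D2, 340 nm excitation | read-out = percent loss of FRET ratio relative to control wells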
Peg3 prom inh: inhibitors of Peg3 promoter; HeLa PEG-Prom luciferase reporter, luminescence, overnight; inhibition, % at 20 µM; 360,000 compounds, 1.7% hits;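 active = inhibition of at least 50% at 20 µM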
Shn3 inh set2: inhibitors of Schnurri-3 3'UTR reporter in osteoblasts; inhibition, % at 12.5 µM; 360,000 compounds, 0.52% hits; AID 588674; Clone20 osteoblast Shn3 3'UTR firefly luciferase, 24 h;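 active = mean inhibition of at least 75% with every replicate also reaching 75%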;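 note: 0% = median of neutral control wells and 100% = pilot-screen positive control compound; some compounds past the cut are filed as inactive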
HIF-2a inh: inhibitors of HIF-2a. 786-0 RCC cells HIF-2a reporter, luciferase luminescence, overnight. inhibition, % at 18.8 µM. 360,000 compounds, 0.72% hits;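 active = inhibition of the luminescence signal of 40% or more relative to plate controls, in a single-dose primary screen at 18.75 µM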
KKLEB cytotox: CF airway cell cytotoxicity counter-screen. KKLEB CF airway cells viability, ATPlite luminescence, overnight; stronger effect = lower value; cells stimulated with P. aeruginosa culture filtrate. activity change (cytotoxicity), % at 5 µM. 360,000 compounds, 0.36% hits. AID 602141;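 active = corrected activity change at or below -50% at 5 µM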
CF NFkB inh: blocks PAF-induced NF-kB reporter in cystic fibrosis cells. KKLEB NF-kB-GFP reporter, GFP fluorescence overnight. inhibition, % at 5 µM. 360,000 compounds, 0.86% hits. AID 588850;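 active = at least 50% inhibition at 5 µM, scaled per plate between neutral and stimulator controls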;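 note: PAF is a Pseudomonas aeruginosa culture filtrate used as stimulus; plate controls were PAF-stimulated DMSO wells for no effect and unstimulated DMSO wells for full effect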
C8 TRAIL sens: sensitizes caspase-8 expressing cells to TRAIL | NB7+C8 cells + TRAIL, ATPlite viability luminescence | inhibition (viability loss, TRAIL sensitization), % at 10 µM | 360,000 compounds, 1% hits | AID 624354;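 active = compounds causing at least 50% loss of cell viability in the single-dose screen, relative to plate controls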
* marks the source's active call; other numbers are inactive results; / = not tested or not shown. Only part of the results is shown. The share of hits here may be higher or lower than overall.

SMILES	iPSC survival up	NR2E3 ag-1	MITF TRPM1 inh	EBV LMP1 NFkB	NR2E3 ag-2	Peg3 prom inh	Shn3 inh set2	HIF-2a inh	KKLEB cytotox	CF NFkB inh	C8 TRAIL sens
CCCC1C(=O)N2C(N(C)C)=Nc3ccc(C)cc3N2C1=O (configuration not stated)	1.3	0.5	-21.5	4.0	-4.3	-40.6	-12.2	-12.6	-3.5	-1.3	-5.7
Cc1cc(C(=O)N/N=C/c2cc(Br)c(Br)o2)n[nH]1	0.1	-7.7	-49.5	-7.6	-1.2	-105.3	-32.5	-90.9	1.0	2.7	3.5
COCCCN(C(=O)Cc1coc2cc(C)c(C)cc12)c1c(N)n(Cc2ccccc2)c(=O)[nH]c1=O	0.7	-12.4	-0.2	-8.3	-1.5	-0.7	2.3	1.1	25.7	-9.3	1.9
Cn1cnc(S(=O)(=O)N2CCN(c3ccc(Cl)cc3)CC2)c1	0.2	0.9	-13.1	-0.4	0.4	5.1	-6.6	14.5	5.2	7.3	24.9
COc1ccc(C(=O)CN2C(=O)c3ccccc3S2(=O)=O)cc1	-0.3	16.7	/	/	-1.1	98.0*	70.9	88.2*	-5.0	8.1	64.9*
CCn1cc(CCC(=O)NCCN2CCOCC2)c2ccccc21	-0.5	-3.7	19.8	-2.7	-0.1	8.8	-0.2	11.4	-2.4	1.5	-0.9
O=C(CCl)NN1C(=O)NC(c2ccccc2)(c2ccccc2)C1=O	-0.5	9.9	-2.5	-11.1	1.8	28.8	4.5	27.3	0.6	-2.7	10.9
CC1CCC/C(=N/Nc2nc3ccccc3s2)C1 (configuration not stated)	1.1	-92.6	-16.2	-23.1	-1.9	-305.6	-53.2	-183.6	16.0	-12.1	3.9
Cc1ccc(NC(=O)CC2NCCNC2=O)cc1Cl (configuration not stated)	-0.1	-11.0	-16.9	-6.5	3.1	-7.4	-9.5	-10.0	-9.0	2.7	1.9
COc1ccc(NC(=O)N2CCCC(C(=O)Nc3cccc(C)c3C)C2)cc1 (configuration not stated)	0.4	-17.6	10.8	-12.3	2.7	9.8	3.5	15.2	0.7	1.7	6.4

The last 2 compounds of the section above come first, to join the parts.
SMILES	iPSC survival up	NR2E3 ag-1	MITF TRPM1 inh	EBV LMP1 NFkB	NR2E3 ag-2	Peg3 prom inh	Shn3 inh set2	HIF-2a inh	KKLEB cytotox	CF NFkB inh	C8 TRAIL sens
Cc1ccc(NC(=O)CC2NCCNC2=O)cc1Cl (configuration not stated)	-0.1	-11.0	-16.9	-6.5	3.1	-7.4	-9.5	-10.0	-9.0	2.7	1.9
COc1ccc(NC(=O)N2CCCC(C(=O)Nc3cccc(C)c3C)C2)cc1 (configuration not stated)	0.4	-17.6	10.8	-12.3	2.7	9.8	3.5	15.2	0.7	1.7	6.4
COc1ccc(-c2ccc(CN3C(CC(C)C)C(=O)N(Cc4cn(CCC5OCCO5)nn4)CCS3(=O)=O)cc2)cc1OC (configuration not stated)	-0.5	-27.1	/	-0.9	/	-6.3	-10.6	19.7	-1.8	25.7	-17.7
Cc1nn(CCOc2ccccc2)c(=O)n1-c1ccc(F)cc1	14.6	-29.7	-36.9	-1.0	2.0	-87.0	-53.1	-94.4	6.4	23.2	0.7
Cc1csc(NC(=O)CSc2nc3nc(C)cc(C)n3n2)n1	0.2	5.0	19.8	4.2	-5.2	-0.9	0.2	12.3	-12.0	4.8	9.0
O=C(NNC1CC(=O)N(c2ccccc2)C1=O)c1ccc(COc2ccccc2Cl)o1 (configuration not stated)	0.9	0.5	-0.9	9.2	3.1	11.2	-3.1	9.0	8.0	-13.9	22.8
Cc1noc(C)c1CSc1nnc(-c2ccccc2)n1Cc1ccco1	2.2	-16.9	1.3	5.5	0.4	6.5	-4.2	-1.0	5.0	6.1	4.3
CN(C)/C=C/C(=O)c1ccc([N+](=O)[O-])c(CS(=O)(=O)c2ccc(Cl)cc2)c1	-0.3	4.3	5.6	2.3	-5.0	0.6	-14.9	15.6	-5.9	-14.0	-4.8
CCOC(=O)c1c(NC(=O)CSc2nncs2)sc(C)c1C	-3.5	-16.8	-8.5	-9.9	1.0	6.8	17.5	8.4	-11.7	12.5	-14.5
COc1cc(C(=O)Nc2ccc3c(c2)OCO3)ccc1-n1cnnn1	-2.3	-17.2	-1.0	8.4	4.2	1.8	-32.8	-1.4	1.1	-32.6	4.5
O=C(COC(=O)c1ccccc1)NCC1COc2ccccc2O1 (configuration not stated)	0.0	-32.6	/	-21.6	/	0.5	-1.3	0.7	0.2	-14.4	-14.8
Cc1cc(Br)ccc1OCc1nc(-c2cccnc2)no1	-1.7	-74.6	-61.7	-17.1	1.0	-209.0	-61.4	-201.9	8.6	-22.8	7.0
CSC1=C(C#N)C(c2ccncc2)C(C(=O)Nc2ccccc2)=C(C)N1 (configuration not stated)	1.8	-40.0	12.1	4.2	3.3	0.6	15.7	18.5	-4.0	-12.3	-5.0
CCOc1ccc(OCCCC(=O)Nc2cc(S(=O)(=O)N3CCOCC3)ccc2N2CCOCC2)cc1	-0.3	12.3	3.8	29.7	/	-15.1	6.3	-5.6	-8.6	3.2	-8.6
C=CCNC(=O)CC1C(=O)NCCN1Cc1c(F)cccc1Cl (configuration not stated)	-1.6	-11.7	7.8	-2.8	3.1	10.3	-57.9	19.6	8.9	-6.5	-4.9
CCCCN(CC)Cc1ccc(CNC(=S)Nc2cccc(F)c2)o1	0.8	-3.4	10.3	3.8	1.1	11.7	-86.4	-7.4	-2.0	14.7	3.6
C=CC[C@@H](CC(=O)N(CCO)Cc1ccccc1)C(=O)N[C@@H](C)COC(=O)[C@@H](CC=C)Cc1ccc(F)cc1	-1.8	-10.0	13.5	-2.9	/	-4.3	10.1	3.0	12.9	-13.6	-12.7
COCCNC(=O)[C@@]1(C)C=C[C@@H](Cc2ccccc2)N1C(=O)c1ccccc1	5.0	-35.9	-58.7	8.3	1.0	-114.6	-22.1	-179.5	-6.0	-1.1	-2.9
COc1ccc(CCN2Cc3c(cccc3[N+](=O)[O-])C2=O)cc1OC	-0.1	-5.8	-10.8	3.1	0.2	-0.9	-5.5	-10.5	-9.7	-13.9	-5.9
O=C(OCc1nnc(-c2ccccc2)o1)c1ccc2ccccc2n1	1.2	-13.5	-6.4	-5.7	3.6	-61.4	-21.0	-72.4	6.4	-2.2	-6.2
CN1CCN(CC(=O)Nc2cc(N3CCOCC3)ccc2[N+](=O)[O-])CC1	4.3	2.3	-4.3	1.2	-1.2	-2.7	10.3	-1.9	-8.8	-1.3	7.5
Cc1cccc(NC(=O)c2cc(NC(=O)C3CC=CCC3C(=O)O)ccc2N2CCOCC2)c1 (configuration not stated)	-0.9	-5.5	7.5	-4.9	1.4	-39.1	-2.0	5.7	8.5	3.4	5.2
Cc1nc2ncnn2c(N2CCCC(C(=O)Nc3ccc4c(c3)CCC4)C2)c1C (configuration not stated)	2.9	6.3	21.3	28.8	3.4	28.1	63.2	14.8	4.2	-21.9	11.6
O=C(Cn1cnc2c(nnn2Cc2ccccc2F)c1=O)NCC1CCCO1 (configuration not stated)	0.1	-4.9	9.2	0.4	0.9	5.3	4.5	7.2	-6.9	4.9	5.3
COc1ccc(CN(C)Cc2nc3cc(OC)c(OC)cc3c(=O)[nH]2)c(OC)c1	0.2	5.7	2.4	-3.3	0.9	2.8	8.2	22.8	-0.9	-12.1	-2.4
O=C(/C=C/c1ccccc1)Nc1ccc(C(=O)N2CCCCC2)cc1	-0.4	-47.9	4.7	-0.3	1.7	-34.0	18.7	-43.3	7.9	-11.0	-3.7
Cc1cc(NC(=S)NC(=O)C2CC2)ccc1Br	-1.9	-61.0	-24.9	-16.8	-1.4	-170.3	-71.4	-255.8	17.4	-5.3	-9.6
O=C(CCC(=O)n1ncc2ccccc21)NCc1ccccc1Cl	-1.1	-24.4	14.9	-9.0	-0.4	10.4	-33.9	9.2	-5.5	-2.1	-8.0
CCC1=NN(C(=O)c2ccc([N+](=O)[O-])cc2)C(O)(c2ccccc2)C1 (configuration not stated)	0.1	-19.0	9.3	6.6	1.8	30.4	41.2	19.2	-4.1	-5.8	4.7
COc1ccc(-c2nc(CN(C)C(C)c3ccon3)c(C)o2)c(C)c1C (configuration not stated)	0.9	-41.7	8.2	1.4	0.1	-7.2	37.4	-11.0	-3.5	7.8	6.6
O[C@H]1C[C@H](c2ccc(Cl)cc2)N(Cc2cccs2)C[C@@H]1n1cc(-c2ccc(F)cc2)nn1	0.9	-0.2	/	1.6	/	41.0	-1.5	7.6	-0.9	17.4	7.7
COc1ccccc1CCC(=O)Oc1ccc(C#N)cc1OC	-0.4	-12.1	5.0	4.0	/	1.0	-0.5	7.6	0.4	11.2	-5.4
Cc1ccc(CNC(=O)N2CCN(S(=O)(=O)c3ccccc3)CC2)cc1	1.8	-18.9	4.8	8.2	-0.2	13.3	14.0	19.4	4.1	8.4	-3.9
Cc1ccc(NC(=O)CSc2nnc(CNC(=O)c3ccccc3F)o2)cc1Cl	-0.5	3.8	8.0	-12.8	-0.5	9.6	3.0	13.0	-6.8	-3.4	-4.5

Gathered by group: the compounds so far containing an aryl thioether with sulfur outside any ring
SMILES	iPSC survival up	NR2E3 ag-1	MITF TRPM1 inh	EBV LMP1 NFkB	NR2E3 ag-2	Peg3 prom inh	Shn3 inh set2	HIF-2a inh	KKLEB cytotox	CF NFkB inh	C8 TRAIL sens
Cc1csc(NC(=O)CSc2nc3nc(C)cc(C)n3n2)n1	0.2	5.0	19.8	4.2	-5.2	-0.9	0.2	12.3	-12.0	4.8	9.0
Cc1noc(C)c1CSc1nnc(-c2ccccc2)n1Cc1ccco1	2.2	-16.9	1.3	5.5	0.4	6.5	-4.2	-1.0	5.0	6.1	4.3
CCOC(=O)c1c(NC(=O)CSc2nncs2)sc(C)c1C	-3.5	-16.8	-8.5	-9.9	1.0	6.8	17.5	8.4	-11.7	12.5	-14.5
Cc1ccc(NC(=O)CSc2nnc(CNC(=O)c3ccccc3F)o2)cc1Cl	-0.5	3.8	8.0	-12.8	-0.5	9.6	3.0	13.0	-6.8	-3.4	-4.5
